# Compound activity as filed in PubChem BioAssay.
# NSD2 inh: blocks human histone methyltransferase NSD2; inhibition, % at 12.5 µM; AID 743445; NSD2 peptide methylation, AlphaScreen, 120 min; hit rate 0.54% among 310,000; in the data active means inhibition above about 50%
# C-LANA FP: blocks KSHV LANA C-terminal domain binding to DNA; MBP-C-LANA/FAM-LBS DNA binding, fluorescence polarization; hit rate 0.078% among 340,000; inhibition, % at 9 µM;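 active means highest replicate inhibition at or above 60% at 9 µM, even if other replicates fall short; inactive means all replicates below 60% inhibition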;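 further: 0% = neutral control wells and 100% = 4 µM acridine orange control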
# PfHsp90 set2: reduces growth (ATP signal) of yeast expressing P. falciparum Hsp90; S. cerevisiae expressing PfHsp90, BacTiter-Glo ATP, 48 h; yeast lacking PDR1 and PDR3 efflux regulators; inhibition, % at 9.4 µM; hit rate 0.32% among 310,000;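 active means every replicate shows inhibition above about 80%, whatever the replicate mean, limit read from the data; inconclusive means mean inhibition reaches the set limit but some replicate falls short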;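 further: 0% = DMSO neutral controls and 100% = 20 µM radicicol positive controls; yeast relying on Plasmodium falciparum Hsp90 in place of its own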
# Rtt109 HAT inh: blocks Candida albicans Rtt109/Vps75 acetyltransferase activity; Q5AAJ8; hit rate 0.16% among 330,000; purified Rtt109/Vps75, ThioGlo CoA-SH fluorescence, 4 h; AID 540336; inhibition, % at 34.9 µM;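 active means inhibition of at least 50% in every replicate; inconclusive means best replicate reaches 50% inhibition but some replicates fall short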
# Target sequence (Q5AAJ8 whole entry, looked up): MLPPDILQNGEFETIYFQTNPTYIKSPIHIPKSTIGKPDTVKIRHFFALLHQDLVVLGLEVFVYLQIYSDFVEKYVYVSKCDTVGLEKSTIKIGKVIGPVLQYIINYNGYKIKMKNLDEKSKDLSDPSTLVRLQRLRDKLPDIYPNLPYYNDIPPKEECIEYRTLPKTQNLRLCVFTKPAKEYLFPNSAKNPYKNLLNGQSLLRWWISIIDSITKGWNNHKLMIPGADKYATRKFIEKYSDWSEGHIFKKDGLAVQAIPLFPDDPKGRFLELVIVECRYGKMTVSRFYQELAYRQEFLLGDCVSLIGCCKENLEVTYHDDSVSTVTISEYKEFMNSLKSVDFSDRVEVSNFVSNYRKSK
# RTF Ca sens act: increases calcium sensitivity of human cardiac regulated thin filaments; hit rate 0.24% among 340,000; activation, % at 7.2 µM; P19429+P45379; IANBD-labeled TnC RTF fluorescence at EC20 calcium; 0% EC20 calcium, 100% full calcium;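 active means activation above the mean over all tested compounds plus 3 SD, cut at about 30% in these data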;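 further: rise in fluorescence read as greater calcium sensitivity of cardiac thin filaments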
# CDK5 p35 inh: inhibitors of human CDK5/p35 kinase; Recombinant CDK5/p35, ADP-Glo luminescence, 60 min; inhibition, % at 10 µM; hit rate 0.01% among 330,000; AID 488839;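 active means highest replicate inhibition of at least 50% and at least 75% of replicates reaching 50%; inconclusive means only one of the two criteria met; inactive means both criteria failed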;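 further: plate controls were DMSO neutral control for no effect and GW8510 at 10 µM for full effect; many of its hits are not listed in these tables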
# RTF Ca sens inh: cardiac RTF calcium desensitization; inhibition, % at 7.15 µM; IANBD-labeled cardiac RTF, Ca2+ fluorescence; hit rate 0.12% among 340,000;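 active means inhibition above the mean inhibition of all tested compounds plus 3 SD, cut at about 17% in these data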;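 further: assay run at fixed EC70 calcium of 1.6 mM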
# PvdQ acylase: blocks Pseudomonas aeruginosa PvdQ acylase activity; purified PvdQ acylase, fluorescence plate reader; hit rate 0.063% among 340,000; inhibition, % at 10 µM; AID 488965; in the data active means inhibition above about 30%, passing the limit was not always enough; inconclusive means no clear call, values can overlap the other calls;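 further: 0% = vehicle neutral wells and 100% = reference inhibitor wells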
# SUMO Mot1 rescue: SUMOylation pathway inhibition by Mot1-301 growth rescue; S. cerevisiae Mot1-301 growth rescue, ATP luminescence, 38.5C; percent above DMSO median, 100 means doubled; growth rescue, % at 18.8 µM; hit rate 1% among 320,000;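 active means every valid replicate shows activation above 250% relative to neutral control wells; inactive means the rest, any valid replicate at or below 250%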;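 further: OY570 slx delta 5 strain wells were the positive control but not used for scaling; some compounds called inactive have numbers as strong as hits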
# Keap1 Nrf2 FP: Keap1-Nrf2 (human) interaction inhibition | Keap1 Kelch-Nrf2 peptide fluorescence polarization, 1536-well | inhibition, % at 9.4 µM | hit rate 0.15% among 340,000; in the data active means inhibition above about 12%; inconclusive means no clear call, values can overlap the other calls; inactive means below about 7.3%;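 further: human Keap1 Kelch domain with fluorescein labeled Nrf2 9mer peptide probe; 0% = neutral control wells and 100% = peptide positive control; higher means more block of Keap1 binding to Nrf2 peptide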
# Target sequence (Q14145 whole entry, looked up, the tested form may be a part): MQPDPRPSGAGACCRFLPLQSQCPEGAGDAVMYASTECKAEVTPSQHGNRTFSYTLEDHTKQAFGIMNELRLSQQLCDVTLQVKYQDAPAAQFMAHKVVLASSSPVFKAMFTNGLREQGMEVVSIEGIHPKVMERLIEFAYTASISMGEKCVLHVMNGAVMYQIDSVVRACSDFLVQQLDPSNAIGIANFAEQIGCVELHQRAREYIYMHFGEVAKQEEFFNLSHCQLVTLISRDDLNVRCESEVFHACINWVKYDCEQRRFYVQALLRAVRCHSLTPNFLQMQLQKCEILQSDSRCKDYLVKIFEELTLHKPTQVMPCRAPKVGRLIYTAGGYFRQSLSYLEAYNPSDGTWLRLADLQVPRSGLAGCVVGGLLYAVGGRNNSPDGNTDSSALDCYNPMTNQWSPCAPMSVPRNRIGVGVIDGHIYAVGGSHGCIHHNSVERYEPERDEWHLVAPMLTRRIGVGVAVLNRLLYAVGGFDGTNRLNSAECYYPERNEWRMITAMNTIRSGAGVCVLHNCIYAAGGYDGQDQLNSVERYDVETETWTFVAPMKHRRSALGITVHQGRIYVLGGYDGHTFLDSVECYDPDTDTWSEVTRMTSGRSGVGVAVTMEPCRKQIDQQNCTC
# dFosB act: enhances mouse delta FosB homodimer DNA binding. activation, % at 25 µM. AID 493131. P13346. hit rate 0.99% among 340,000. purified delta FosB, TAMRA-CDK5 oligo fluorescence polarization; percent of positive-control signal above neutral wells;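 active means mean activation above about 17%, with every replicate also reaching it, limit read from the data, passing the limit was not always enough; inconclusive means only one of the two conditions met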;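 further: fluorescence polarization rise as delta FosB binds a TAMRA Cdk5 AP-1 oligo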
# Starred values were filed as active, the others as inactive; ? = inconclusive; / = no result given; + = active, no number. Rows are unselected; 3.2% or so of the library scored in one or more.
SMILES,NSD2 inh,C-LANA FP,PfHsp90 set2,Rtt109 HAT inh,RTF Ca sens act,CDK5 p35 inh,RTF Ca sens inh,PvdQ acylase,SUMO Mot1 rescue,Keap1 Nrf2 FP,dFosB act
CC(C)CCNC(=O)C(c1ccc(O)cc1)N(Cc1ccco1)C(=O)CCC(=O)Nc1nccs1 (configuration not stated),5,0.9,-11,10,-1,3.0,5,-11,-3,-5,3
Cc1noc(C)c1C(=O)OCC(=O)Nc1ncc(Cl)c(C)c1Cl,0,2.4,/,-2,-2,0.4,-4,-14,120,-2,-10
Cc1ccc(N2CC(c3nc4ccccc4[nH]3)CC2=O)c(C)c1 (configuration not stated),/,-0.3,-8,6,4,-6.1,-4,-6,-7,-5,-5
O=C(CSc1ccc(-c2ccc(Br)cc2)nn1)NCC1CCCO1 (configuration not stated),27,-0.5,-14,-6,1,-1.0,-3,-1,-4,0,-2
CC(C)(C)c1cc(C(=O)N2CCc3ccccc3C2)ccn1,-1,-1.1,-3,2,0,0.8,-2,-1,4,1,-1
Cc1ccc(C(=O)c2c3ccc(C(F)(F)F)cc3[n+]([O-])n2CCC(N)=O)cc1,/,0.3,/,-4,-5,-1.1,7,4,-12,-7,1
CC(=O)Oc1oc(-c2ccccc2)nc1C=Nc1ccc(N(C)C)cc1,0,-3.5,-3,-7,-1,-1.9,-12,-13,-18,7,-3
Cc1nn(C)cc1C(=O)Nc1ccccc1Br,-5,0.6,5,7,2,-1.2,6,-1,40,-7,0
COc1ccc(CC(NC(C)=O)C(=O)NC2CCN(S(=O)(=O)c3cccc4ccccc34)CC2)cc1OC (configuration not stated),0,0.4,-18,6,0,-3.1,-6,-14,58,-3,-6
CCC(CC)C(=O)c1c[nH]c(C(=O)NCc2ccccc2)c1,1,-3.0,-7,-4,2,-0.5,2,-4,-4,2,3
CCOC(=O)c1cc(C(C)=O)c(=O)n(C)c1N,-6,0.0,/,-4,4,-1.6,1,-9,10,-2,-4
Cc1ccc(NC(=O)c2cccc(S(=O)(=O)N3CCc4ccccc4C3)c2)nc1,1,-0.8,27,-3,-2,-1.0,7,2,291,-4,7
COc1ccc(Cl)cc1NC(=O)[C@@]1(CC(=O)O)CC(/C=C/c2ccccc2)=NO1,-1,-15,-21,-2,4,-1.7,-9,-7,-1,-2,-4
Cc1cccc(Nc2nc(N)nc(CSc3nccn3C)n2)c1,/,-1.2,/,11,-1,-0.8,-8,-6,/,0,-3
O=C(N/N=C/c1cccnc1)c1ccc(NC(=O)C(c2ccccc2)c2ccccc2)cc1,-1,-0.1,-5,7,-6,-0.8,-12,5,-10,-1,?
CCOC(=O)C1CCN(C(=O)CCc2nc3sc4c(c3c(=O)[nH]2)CCCC4)CC1,2,/,-11,/,-3,-0.1,-10,-14,-17,/,1
COc1ccc([C@H]2CC(=O)C=C(c3ccc4[nH]ccc4c3)C2)cc1OC,/,1.3,26,9,-8,-0.2,-6,7,35,6,-4
Oc1ccccc1-c1n[nH]c(=S)n1Cc1ccco1,2,0.6,/,2,-5,2.2,-5,-5,1,1,0
Cn1ccc2ccc(C3=CC(=O)C[C@H](c4ccc(F)cc4)C3)cc21,/,0.2,-31,-6,-3,-0.4,-7,-15,-10,-1,-3
COc1ccc(CONc2ncnc3nonc23)cc1[N+](=O)[O-],-1,0.4,-22,-17,8,4.9,0,-8,-10,-3,-5
c1ccc2c(c1)nc1n2CCN1CCN1CCCC1,-2,1.7,-1,-4,3,-1.9,-2,-11,-3,-2,1
CC(=O)N(CC(=O)N(CC(=O)O)c1ccc(Cl)cc1)c1ccc(Cl)cc1,0,3.6,-5,-5,-1,-1.0,-3,-16,/,-4,-7
Cc1ccc(-c2nc(CN3CCCCC3)cc(CN3CCCCC3)c2O)cc1,-2,0.2,4,29,/,-0.9,/,-2,83,1,2
Cc1ccc(S(=O)(=O)NCc2cccnc2)c(C)c1,0,-1.0,8,-7,5,-0.7,-12,-8,-4,1,-7
COC(=O)CCC(=O)OC1(C)C(=O)C2=CN(C3CC3)C(c3ccc(OC)cc3)=CC2=C(Br)C1=O (configuration not stated),/,1.6,12,-5,10,1.6,-19,4,15,-3,0
COc1ccc2c(c1)C(=O)CC(O)(C(F)F)O2 (configuration not stated),-3,1.8,-4,0,2,-0.3,1,5,0,0,4
Cc1nc(C(F)(F)F)ccc1C(=O)N1CCCCC1,2,0.8,12,-6,1,-1.0,-3,30,88,-4,-1
O=C(O)C1C=Cc2ccccc2N1C(=O)c1ccccc1 (configuration not stated) (tested in a mixture with another compound),0,1.4,-4,12,-6,0.1,-12,-4,/,-3,-3
CCn1c(CSc2ncccn2)nnc1SCC(=O)N1CCCCC1,-2,-0.7,3,2,-4,2.1,1,7,-10,-2,3
O=C(N/N=C/c1ccc(Cl)c(Cl)c1)c1ccc2nc[nH]c2c1,-6,-0.9,-8,12,0,-0.2,1,8,6,-2,-11
COc1ccc(NC(=O)CCNS(=O)(=O)c2cccc3nonc23)cc1Cl,/,-0.2,5,-10,-5,1.2,-14,-18,7,-3,13
O=C(NC1CC2CCCC(C1)N2C(=O)Nc1ccccc1Cl)C1CC1 (configuration not stated),-11,-1.5,14,6,-6,-1.4,-8,4,210,-1,4
CCCCn1c(N)c(N(C)C(=O)c2ccccc2Oc2ccccc2)c(=O)[nH]c1=O,1,0.4,-34,13,1,2.0,4,1,-22,-2,-8
CCC(=O)N1CCc2cc(S(=O)(=O)N(C)c3ccc(OC)cc3OC)ccc21,1,0.9,16,0,3,0.2,1,-5,9,0,-11
COCCC(=O)N1CCC(Oc2ccc(C(=O)N3CCCCCCC3)cc2)CC1,-2,-0.9,7,29,-2,-1.4,4,8,-6,2,-7
Cc1nc2ccccc2nc1N/N=C/c1ccc(O)cc1O,14,0.0,-21,21,-2,-0.7,-3,-3,1,-3,-11
O=C(Cc1ccc(Br)cc1)N1CCCCCC1,0,-0.7,3,8,-9,-0.7,0,5,-16,-1,-7
Cc1noc(C(=O)Nc2cccc(O)c2)c1Cl,0,-0.8,8,-6,9,-1.6,-8,-6,-1,-3,-1
O=C1CCC/C=C\C[C@@H](CC(=O)N(CCO)Cc2ccccc2)C(=O)N[C@H](Cc2c[nH]c3ccccc23)CO1,/,-1.7,9,8,-2,-2.0,-6,-1,/,3,-4
CC(=O)N1CCc2cc(S(=O)(=O)NCCC3=CCCCC3)ccc21,1,1.4,-4,2,7,-0.9,-8,-1,+,-2,-10
c1ccc(-c2nnc(CN3CCC4(CC3)OCCO4)o2)cc1,0,-1.6,-22,4,-2,0.4,-4,-1,6,3,-2
CCc1c(C)sc(NC(=O)CCc2ccc(OC)cc2)c1C(N)=O,1,-1.8,16,9,-8,-0.3,-5,10,-6,-2,1
NC(=O)NC(=O)C(c1ccccc1)N1CCN(S(=O)(=O)Cc2ccccc2)CC1 (configuration not stated),1,0.0,-23,4,2,2.1,-6,5,8,0,-4
CCC(=O)Nc1sc2c(c1C(=O)N(C)C)CCCCC2,-2,-3.6,9,-2,1,2.0,-6,0,1,-5,-1
COc1ccc(Br)c(C(=O)OCC(=O)N2CCC(Cc3ccccc3)CC2)c1,1,2.6,-2,10,-5,0.0,-5,9,/,-6,-10
Cc1cc(C)nc(N2CCC(C(=O)Nc3ccc4c(c3)OCO4)CC2)n1,-3,1.3,/,/,2,1.5,-13,-8,46,-1,-7
COC(=O)[C@H](NCc1ccc(OC)c(B(O)O)c1)C(C)C,/,1.2,0,6,3,1.4,-7,-1,/,0,6
O=C(NCCc1c[nH]c2ccccc12)Nc1ccccc1,4,-0.2,6,4,0,-0.8,15,7,-8,4,-5
CN(C)c1ccc(C=NNC(=O)c2cccc3ccccc23)c(Cl)c1,-1,-1.5,-6,-12,-7,1.4,5,-4,/,1,-5
O=c1[nH]nc(CSCc2ccccc2Cl)[nH]1,-2,-0.1,24,0,4,3.2,1,3,-12,-2,4

# (next part)
SMILES,NSD2 inh,C-LANA FP,PfHsp90 set2,Rtt109 HAT inh,RTF Ca sens act,CDK5 p35 inh,RTF Ca sens inh,PvdQ acylase,SUMO Mot1 rescue,Keap1 Nrf2 FP,dFosB act
COc1ccc(CN2CCCC(CNC(=O)c3ccc(F)cc3)C2)cc1OC (configuration not stated),2,-1.8,5,-12,-4,-4.8,6,8,7,-1,-1
CCOc1ccc2nc(NCCCNS(=O)(=O)c3ccccc3)c(C#N)cc2c1,-6,0.0,-7,3,3,1.4,-12,-17,-4,-7,-13
Cc1ccc(C2=NS(=O)(=O)N(C)C(C(=O)NCc3ccco3)=C2)cc1,/,-1.1,-1,4,1,-3.9,0,0,-3,-3,-2
Cc1cccc(-n2c(SCC(=O)Nc3cccc(S(=O)(=O)NC4=NCCCCC4)c3)nc3ccccc3c2=O)c1C,-2,0.5,11,20,-3,0.0,-1,0,8,0,4
COc1ccc(CC(=O)NCCc2ccc(Cl)cc2Cl)cc1,/,0.1,-14,0,1,-0.4,22*,5,-17,-3,-2
CCOc1ncccc1C(=O)N(CCC(C)C)c1c(N)n(Cc2ccccc2)c(=O)[nH]c1=O,-2,1.9,/,4,-7,0.8,5,14,-14,-10,6
O=C(/C=C/c1cccc(Br)c1)c1ccc2c(c1)OCO2,5,0.8,-26,/,-1,-1.1,14,6,-2,1,-2
O=C(COC(=O)c1cc([N+](=O)[O-])ccc1N1CCOCC1)c1ccccc1,2,-0.8,-1,2,0,-0.4,-12,-6,15,0,-13
CC(C)(C)OC(=O)NCc1ccc(CNC(=O)c2[nH]cnc2C(=O)N[C@@H](Cc2ccccc2)C(=O)OCc2ccccc2)cc1,/,-0.7,9,-3,-3,1.9,-16,5,-8,-4,4
O=S(=O)(Cc1nc2ccccc2s1)c1ccccc1,-2,-1.6,-13,-3,1,-0.7,-1,-10,-6,-2,-5
CCN(Cc1ccccc1)S(=O)(=O)c1c(C)n(C)c(=O)n(C)c1=O,1,-0.1,/,-15,-5,-3.5,-8,-14,-3,1,5
Cc1cc(C(=O)CN2C(=O)NC3(CCCc4ccccc43)C2=O)c(C)n1Cc1cccs1 (configuration not stated),-1,0.9,13,-6,-6,0.0,-2,-5,13,1,-1
CC(C)c1ccc2oc(=O)cc(CN3CCOCC3)c2c1,-3,-0.7,6,-13,-1,-1.3,5,-19,72,-3,1
CCCc1ccc2oc(C(=O)N(Cc3nccn3C)C(C)C)c(C)c2c1,17,0.7,9,3,4,-4.3,-3,-4,22,-4,-4
O=c1cc(-c2ccccc2F)nc(-c2ccccc2F)o1,-2,0.6,16,3,1,1.3,-2,-12,-13,-5,-3
CCOC(=O)Nc1cccc2c1-c1ccc([N+](=O)[O-])cc1C2=O,-4,1.2,-15,-9,0,2.2,-9,0,/,0,8
COc1ccc(CCN(C)C(=O)CSc2ncnc3sccc23)cc1OC,5,-0.3,29,-4,10,1.0,-21,-17,-11,-2,-8
CN(C)c1ccc(C(=O)N2CCNC(=O)C2CC(=O)Nc2ccc(F)cc2)cc1 (configuration not stated),2,-0.6,-9,-3,-4,-0.2,1,-10,274,-2,-7
